# Bioassay records deposited in PubChem BioAssay by National Center for Advancing Translational Sciences (NCATS).
# 12-hLO inh: inhibitors of human 12-lipoxygenase (ALOX12); P18054; purified 12-hLO, xylenol orange hydroperoxide absorbance; Potency, µM (doses to about 57.1 µM), inactives show at the top dose activity change, negative = inhibition, hits mostly inhibitors; actives 0.12% (n = 150,000); further: potency means the concentration at half of the fitted maximal effect; nearly all actives have a fitted effect of over 55% in size; many of its hits are not listed in these tables
# Target sequence (P18054 whole entry, looked up): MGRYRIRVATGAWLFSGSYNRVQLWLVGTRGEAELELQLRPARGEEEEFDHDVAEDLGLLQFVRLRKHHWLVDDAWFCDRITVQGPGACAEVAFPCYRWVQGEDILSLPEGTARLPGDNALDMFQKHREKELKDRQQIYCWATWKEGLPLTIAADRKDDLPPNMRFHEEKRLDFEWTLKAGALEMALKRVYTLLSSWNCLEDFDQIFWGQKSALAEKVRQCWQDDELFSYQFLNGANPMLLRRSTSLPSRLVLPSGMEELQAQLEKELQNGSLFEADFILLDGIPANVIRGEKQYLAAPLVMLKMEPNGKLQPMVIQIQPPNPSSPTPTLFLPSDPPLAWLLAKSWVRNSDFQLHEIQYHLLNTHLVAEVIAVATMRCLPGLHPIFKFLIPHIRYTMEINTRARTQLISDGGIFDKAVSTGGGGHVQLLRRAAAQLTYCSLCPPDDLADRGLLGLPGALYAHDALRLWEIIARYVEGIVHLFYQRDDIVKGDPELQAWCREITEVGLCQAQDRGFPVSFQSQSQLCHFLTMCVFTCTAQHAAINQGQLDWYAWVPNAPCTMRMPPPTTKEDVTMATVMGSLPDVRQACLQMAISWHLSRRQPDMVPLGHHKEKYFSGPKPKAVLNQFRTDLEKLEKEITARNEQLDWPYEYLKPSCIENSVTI
#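 Xylenol orange chromogenic assay: hydroperoxide from 12hLO oxidises Fe(II), giving red-shifted Fe(III)-XO absorbance. Conditions: 150 nM enzyme, 40 uM arachidonic acid, 25 mM Hepes pH 7.0, 0.01% Triton X-100, 30 min, room temperature.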
# 15-hLO-2 inh: 15-hLO-2 (ALOX15B) enzyme inhibition | O15296 | purified 15hLO-2, xylenol orange hydroperoxide absorbance | Potency, µM (doses to about 57.1 µM), for the others: at the highest dose activity change, negative = inhibition, actives largely listed as inhibitors | actives 0.56% (n = 110,000); further: potency means the concentration at half of the fitted maximal effect; nearly all actives have a fitted effect of over 60% in size; many of its hits are not listed in these tables
#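 Read-out: hydroperoxide product oxidises ferrous iron, measured as xylenol orange complex via the 573-to-405 nm absorbance ratio after 30 min. Reaction: 50 nM enzyme, 15 min compound preincubation, 45 uM arachidonic acid, 90 min RT, Hepes pH 7.5 with Triton X-100.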
# PNC inhibitor: blocks assembly of the perinucleolar compartment; PC3M PTB-GFP, PNC prevalence imaging, 16 h; stronger effect = lower value; activity change (PNC), negative = inhibition, % at 10 µM; actives 3.1% (n = 140,000);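 active means readout at or below -70, meaning at least 70% loss of cells showing the perinucleolar compartment, a nuclear body marking cancer cells; inconclusive means readout between -30 and a set limit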;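 further: plate controls were DMSO wells for no effect and camptothecin positive control wells for full effect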
#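 Read-out is percentage of cells bearing a perinucleolar compartment, from automated 20x imaging of fixed, Hoechst-stained PC3M PTB-GFP cells. Cells were seeded 4 h, then exposed 16 h to compound (23 nl of library stock) in duplicate plates.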
# IMPase cell inh: membrane-permeable compound that blocks inositol monophosphatase. P97697. CHO-M1 cells, IP1 accumulation, HTRF TR-FRET ratio. inhibition (IP1 accumulation), % at 46.1 µM. 120,000 tested, under 10 active. AID 901; active means well fitted curve in the direction sought with a large enough effect in the signal ratio, not every such curve was filed as active; inconclusive means small, poorly fitted or top-dose-only effect, or a change in a side signal; inactive means no such curve, though single readings can be large or run the other way; the % refers to the signal ratio;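 further: cells stimulated with carbachol in lithium chloride buffer; plate controls were DMSO basal wells for no effect and reference inhibitor wells for full effect; higher means more IMPase inhibition seen as more IP1 and lower FRET ratio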
# Target sequence (P97697 whole entry, looked up): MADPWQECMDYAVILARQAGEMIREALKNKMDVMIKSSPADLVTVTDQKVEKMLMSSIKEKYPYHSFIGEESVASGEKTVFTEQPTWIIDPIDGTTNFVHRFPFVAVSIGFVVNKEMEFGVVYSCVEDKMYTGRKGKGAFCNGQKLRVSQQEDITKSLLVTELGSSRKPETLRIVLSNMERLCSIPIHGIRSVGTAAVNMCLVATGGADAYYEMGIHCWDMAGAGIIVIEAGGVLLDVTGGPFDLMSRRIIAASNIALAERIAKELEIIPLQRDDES
#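 CHO-M1, 2000 cells/well, cultured 16–30 h; cpd up to 46 uM; carbachol (50 uM solution, stimulation buffer w/ 50 mM LiCl, pH 7.4), 30 min 37C; IP-One TR-FRET, 10 min RT; Ex 320/Em 665, 620; Hill-fit AC50.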
# * hit, by the source's call; ? = inconclusive; · = not tested or not shown; & = joins results of further samples; [ ] = another dose, or the depositor's remark. Unless noted, the call rests on the fitted dose curve; in most records, active means well fitted curve in the direction sought with a large enough effect; inconclusive means small, poorly fitted or top-dose-only effect, or another doubt; inactive means no such curve, though single readings can be large; an effect the other way counts as inactive or inconclusive. Unless noted, on the % scale 0 is the no-effect control and ±100 the full control effect.
SMILES,12-hLO inh,15-hLO-2 inh,PNC inhibitor,IMPase cell inh
COc1ccc(OC)c(Nc2cc(C(=O)NCCCN3CCOCC3)c3ccccc3n2)c1,-4%,12%,-8,-1
CCOc1ccccc1NC(=O)Cn1nnc(C(=O)Nc2ccc(C)cc2)c1N,0%,-3%,?,13
O=C(OCc1nc2ccc(Cl)cc2n1CCO)c1ccc2c(c1)OCO2,-5%,16%,0,6
CC(C)c1[nH]c(=O)c(C#N)c2c1CSC(C)(C)C2,1%,-8%,?,-2
Cc1nc2cc(N3CCOCC3)c(NC(=O)C3CC3)cc2c(=O)n1Cc1ccccc1,-2%,-7%,15,-9
Cc1cc(NC(=O)Cn2nc(-c3ccccc3F)ccc2=O)ccc1-n1cnnn1,-3%,0%,25,?
Nc1nc(SCc2ccc(Cl)c(Cl)c2)n[nH]1,0%,·,2,·
CCC(Sc1ccccc1C(=O)O)C(=O)O (stereo not given),-1%,8%,18,-1
Cc1cc2c(cc1C)N(C(=O)CN1C(=O)c3ccccc3C1=O)C(C)(C)c1ssc(=S)c1-2,?,?,?,5
Cn1c(CN2CCCC2)nc2cc(NC(=O)COc3ccc([N+](=O)[O-])cc3)ccc21,-3%,·,11,·
Cc1c(NC(=O)/C(C#N)=C/c2ccc(-c3cc(Cl)ccc3Cl)o2)c(=O)n(-c2ccccc2)n1C,-1%,·,33,·
CCN(C(=O)CSc1nnc(NC2CCCCC2)s1)C1CCS(=O)(=O)C1 (stereo not given),5%,-5%,-23,-3
COCCn1c(=O)c(-c2ccc(OC)cc2)nc2cnc(OC)nc21,0%,2%,·,·
Cc1ccccc1-c1ccc(C(=O)O)s1,1%[0.00818 µM],-3%[0.0915 µM],·,·
CCN(CC)C(=O)Cn1cnc([N+](=O)[O-])n1,-5%,-4%,12,-2
CCc1ccc(C(C)NC(=O)c2ncn[nH]2)cc1 (stereo not given),-1%,·,15,·
Cc1ccc(-c2noc(CN(C(=O)CCN3C(=O)c4ccccc4C3=O)C(C)C)n2)cc1,1%,-4%,?,0
Cc1ccc(C(=O)ON=C2CCN(c3ccc([N+](=O)[O-])cc3)CC2)cc1,-28%,-11%,-4,3
O=C(CN1C(=O)/C(=C\c2ccc(F)cc2)Oc2ccccc21)N1CCN(c2ccccn2)CC1,1%,·,?,·
Cc1nc(SCC(=O)N2CCN(C(=O)c3ccco3)CC2)c2c(C)c(C)sc2n1,-2%,-4%,?,-17
CC(=O)N1CCc2c(sc(NC(=O)c3ccc4c(c3)OCCO4)c2C#N)C1,12%,-7%,?,?
COc1ccc(CCNC(=O)c2cc(-c3ccc(Cl)c(Cl)c3)oc2C)cc1,-7%,·,53,-14
CC(=O)OC[C@H]1O[C@@H](Sc2cccc3cccnc23)[C@H](OC(C)=O)[C@@H](OC(C)=O)[C@H]1OC(C)=O,0%,·,-23,·
CC1Cc2ccccc2N1C(=O)CSc1nnc(Cc2ccccc2)n1CCc1ccccc1 (stereo not given),-2%,11%,39,0
O=C(Cc1ccccc1)NC1CCN(S(=O)(=O)c2ccc(C(=O)O)cc2)CC1,-1%,·,94,6

# Some of these compounds in order of molecular weight, smallest number first:
SMILES,12-hLO inh,15-hLO-2 inh,PNC inhibitor,IMPase cell inh
CCOc1ccccc1NC(=O)Cn1nnc(C(=O)Nc2ccc(C)cc2)c1N,0%,-3%,?,13
Cc1nc(SCC(=O)N2CCN(C(=O)c3ccco3)CC2)c2c(C)c(C)sc2n1,-2%,-4%,?,-17
CC1Cc2ccccc2N1C(=O)CSc1nnc(Cc2ccccc2)n1CCc1ccccc1 (stereo not given),-2%,11%,39,0

# The list continues:
SMILES,12-hLO inh,15-hLO-2 inh,PNC inhibitor,IMPase cell inh
CC(C)(O)[C@H](O)COc1c2occc2cc2ccc(=O)oc12,0%,·,-30,·
CN(C)CC(C)(C)CNS(=O)(=O)c1cccc2nsnc12,-1%,·,-3,·
CC(=O)c1c(C(C)=O)c(C)n(NC(=O)c2ccncc2)c1C,4%,-5%,23,-4
COc1cc(C(=O)NCCCNc2ccc([N+](=O)[O-])cc2)cc(OC)c1OC,-7%,·,5,·
CN1CCN(c2nc(-c3cccnc3)nc3ccccc23)CC1,0%,25%&29%,?,7
Nc1c(-c2ccccc2)c(CN2CCOCC2)nn1-c1ccccc1,3%,·,?,-8
O=C(OCCN=C1NS(=O)(=O)c2ccccc21)c1ccncc1,3%,-7%,14,-1
CS(=O)(=O)N1CCC[C@@]2(CCN(c3ccccn3)C2)C1,0%,-4%,·,·
O=C(CSc1nnc(Cn2nnc3ccccc32)o1)N(Cc1ccc(Cl)cc1)c1ccccc1,-5%,-1%,2,23
CCOC(=O)C1=C(C)n2c(s/c(=C/c3cccc([N+](=O)[O-])c3)c2=O)=NC1c1ccc(O)c(OC)c1 (stereo not given),-20%,?,-28,2
COc1ccc(S(=O)(=O)N(C)CC(=O)N2CCCCC2)cc1Cl,3%,1%,56,-8
COc1cc(NC(C)CCCN)c2ncccc2c1 (stereo not given),-2%,18%,·,·
Cc1ccccc1C1CC(=O)Oc2cc(O)ccc21 (stereo not given),-6%[0.00818 µM],-8%[0.0915 µM],·,·
Cc1cc(=O)[nH]c(SCC(=O)NCCOc2ccccc2)n1,4%,-7%,5,4
Cc1ccccc1NC(=O)Nc1nnc(Cc2ccc([N+](=O)[O-])cc2)s1,3%,·,3,·
CCOc1cc(C)ccc1OCc1nnc(SCC(=O)c2cccc([N+](=O)[O-])c2)n1C,4%,-21%,7,-8
CCCc1nc(SCC(=O)N2c3ccccc3CC2C)c2c(C)c(C)sc2n1 (stereo not given),-8%,15%,-25,13
O=C(NCCC1=CCCCC1)c1ccc2c(=O)n3c(nc2c1)CCCCC3,-6%,6%,0,3
CCOC(=O)c1sc(NC(=O)C(CC)Sc2nccn2C)nc1C (stereo not given),-2%,17%,50,16
CCN(CC)S(=O)(=O)c1ccc2oc(C(=O)NCc3ccc(F)cc3)c(C)c2c1,3%,-6%,?,9
CS(=O)(=O)c1ccc2nc(NC(=O)c3ccco3)sc2c1,-4%,·,?,-3
CNC(=O)c1ccccc1NC(=O)c1ccco1,1%,·,54,7
Cc1ccc(-n2nnnc2SC(C)C(=O)Nc2ccccc2-c2ccccc2)cc1 (stereo not given),-4%,·,?,-2
Cn1c(C(=O)N2CCC(C(N)=O)CC2)cc2c(=O)n(C)c3ccccc3c21,1%,3%,-14,7
O=c1c(C=Nc2cccc(C(F)(F)F)c2)c[nH]n1-c1cccc(Cl)n1,0%,-8%,13,-3
# The list continues:
SMILES,12-hLO inh,15-hLO-2 inh,PNC inhibitor,IMPase cell inh
COC(=O)c1ccc(/C=N/NC(=O)CCSc2nc3ccccc3s2)cc1,-2%,·,62,4
Oc1ccc(/C=N/n2c(-c3ccco3)csc2=Nc2cccnc2)c(O)c1,2%,·,-7,·
CCOCCCNS(=O)(=O)c1ccc(NC(=O)c2ccccc2)cc1,0%,1%,-22,-3
CCOP(=O)(c1c(F)c(F)c(F)c(F)c1F)C(O)c1ccccc1 (stereo not given),1%,10%,16,-17
COc1ccc(N2CCN(C(=O)c3ccc4c(c3)OCO4)CC2)cc1,-2%,-2%,45,3
O=C(O)/C=C\C(=O)N1Cc2cc3ccccc3nc2C1,-4%[11.4 µM],-4%[11.4 µM],·,·
O=C(c1ccccc1)c1cc(-c2ccccn2)c(N2CCOCC2)s1,-15%,-10%,3,-8
CCOc1ccc(OCc2cccc(C(=O)N3CCCC3)c2)cc1,-4%,-8%,-20,5
CN(/C(=N\S(=O)(=O)c1ccccc1)C(F)(F)F)c1ccccc1,14%,·,25,9
Cc1nc(-c2cccc(NC(=O)c3cccs3)c2)cs1,1%,·,12,5
Cc1ccc(Cn2c(SCC(=O)Nc3cc(C)on3)nc3ccccc3c2=O)cc1,0%,-6%,?,0
O=c1c2c(-c3cccs3)csc2ncn1-n1cccc1,5%,·,12,7
O=C(NCc1ccco1)C1CCN(S(=O)(=O)N2CCOCC2)CC1,-6%,-3%,?,-3
CC1CCCCN1C(=O)CSc1nnc(-c2c[nH]c3ccccc23)o1 (stereo not given),-7%,-4%,-26,?
Cc1ccc(-n2nc(C(=O)c3ccccc3)n3c(=O)cc(-c4ccccc4)nc23)cc1,-3%,-18%,23,-2
Cc1cn2c(-c3cccnc3)nnc2s1,4%,0%,63,-5
Brc1ccccc1OCCOc1cccc2cccnc12,-2%,·,?,·
Cc1nn2c(NCCCN3CCOCC3)c3c(nc2c1-c1ccccc1)CCC3,4%,33%[activator],?,15
Cc1ccc2nc(SCC(=O)c3c(C)[nH]c4ccccc34)[nH]c2c1,-1%,·,44,·
Cc1ccc(NC(=O)COC(=O)C2CC3C=CC2C3)cc1S(=O)(=O)N1CCCCC1 (stereo not given),-6%,·,?,4
COc1ccc(C(=O)Nc2cc(C)on2)cc1,-5%,0%,-20,-1
CCOc1ccc(-c2csc(NC(=O)C3CCCO3)n2)cc1 (stereo not given),1%,7%,-9,4
CCCC(=O)Nc1cccc(NC(=O)CN2CCN(c3ccccc3OC)CC2)c1,-2%,-6%,35,2
O=C(NCC(c1cccnc1)N1CCOCC1)c1ccco1 (stereo not given),-1%,-4%,16,4
O=C(Cn1cnc2c(nnn2-c2ccc(F)cc2)c1=O)N1CCCc2ccccc21,-11%,5%,-23,-1
# Carrying on:
SMILES,12-hLO inh,15-hLO-2 inh,PNC inhibitor,IMPase cell inh
CN(C)c1ccc(C(=O)Nc2cc(C(F)(F)F)ccc2-n2cncn2)cc1,-3%,20%,-92*,-4
Clc1ccc([C@H](Cn2ccnc2)OCc2csc3c(Cl)cccc23)c(Cl)c1,-1%[25.6 µM],47%[activator][25.6 µM],·,-3[20.6 µM]
c1ccc(OCc2nc3ccccc3s2)cc1,-3%,7%,?,-2
CN(C)c1cc2c(Nc3ccc4c(cnn4Cc4ccccc4)c3)ncnc2cn1,-4%,22%,·,3
CCCCNC(=O)c1c(O)c2cccc3c2n(c1=O)CCC3,?,5%,?,-16
COc1ccc(C(NC(=O)CNC(C)=O)C(=O)Nc2ccc3c(c2)OCCO3)cc1 (stereo not given),1%,·,20,5
O=C(CCC(=O)NNC(=S)Nc1ccccc1)NCc1ccccc1,-6%,3%,-12,3
CCOc1cc2[nH]c(=O)n(CCCCC(=O)NC3CCCCCC3)c(=O)c2cc1OCC,-2%,7%,8,-4
Cc1c(C(=O)NCc2ccc3c(c2)OCO3)oc2ccc(S(=O)(=O)N3CCC(C)CC3)cc12,-5%,·,-100*,0
O=C(Nc1cccc(F)c1)N1CCN(C/C=C/c2ccccc2)CC1,1%,14%,3,5
O=C(CCS(=O)(=O)c1cccc2nsnc12)N1CC(=O)N(CCc2ccccc2)C(=O)C1,-1%,1%,?,2
O=S(=O)(c1ccc(Cl)cc1)N1c2ccccc2Oc2nc3ccccc3nc21,-3%,·,-24,7
Cn1c(-c2c(N)n(C3CCCC3)c3nc4ccccc4nc23)nc2ccccc21,-15%,15%,-94*,-13

# In a second layout: results already given
mol	12-hLO inh	15-hLO-2 inh	PNC inhibitor	IMPase cell inh
COc1ccc(C(NC(=O)CNC(C)=O)C(=O)Nc2ccc3c(c2)OCCO3)cc1 (stereo not given)	1%	·	20	5
CN(C)c1ccc(C(=O)Nc2cc(C(F)(F)F)ccc2-n2cncn2)cc1	-3%	20%	-92*	-4
c1ccc(OCc2nc3ccccc3s2)cc1	-3%	7%	?	-2
CCOc1cc2[nH]c(=O)n(CCCCC(=O)NC3CCCCCC3)c(=O)c2cc1OCC	-2%	7%	8	-4
CCCCNC(=O)c1c(O)c2cccc3c2n(c1=O)CCC3	?	5%	?	-16
O=C(Nc1cccc(F)c1)N1CCN(C/C=C/c2ccccc2)CC1	1%	14%	3	5
Clc1ccc([C@H](Cn2ccnc2)OCc2csc3c(Cl)cccc23)c(Cl)c1	-1%[25.6 µM]	47%[activator][25.6 µM]	·	-3[20.6 µM]

# Not all compounds are listed (hit frequency here may not be typical).
